Screening results: PubChem, National Center for Advancing Translational Sciences (NCATS)
GAA glycogen mod – GAA glycogen-cleavage inhibition or activation. P10253. recombinant GAA, glycogen substrate, Amplex Red glucose oxidase fluorescence. Potency, µM (series often up to 76.4 µM), for inactives: top-dose activity change, negative = inhibition, most hits filed as inhibitors. 300,000 tested, 0.38% active. AID 2100; active = well fitted inhibition curve with a large enough effect; inconclusive = small, poorly fitted or top-dose-only effect, or another doubt; inactive = no such curve, though single readings can be large or run the other way;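 note: 0% = full enzyme reaction and -100% = no-enzyme basal signal; the screen sought inhibitors and activators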
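Natural-substrate format: glycogen cleavage by 4 nM human enzyme, glucose read by Amplex Red coupling (Ex 573, Em 610 nm). Normalized to enzyme and no-enzyme controls.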
Active calls of the source: *; ? = inconclusive; [ ] = another dose, or the depositor's remark. Potency is the fitted concentration of half-maximal effect. Some of the compounds tested; the hit share may differ from the screen's.

mol,GAA glycogen mod
CC(C)(C)C(=O)CN1C(=O)NC2(CCCc3ccccc32)C1=O (stereo not drawn),6%
COc1ccccc1N(C(=O)Cn1nnc(-c2ccc(C)o2)n1)C(C(=O)NC1CCCC1)c1ccncc1 (stereo not drawn),11%
CCCN(c1ccccc1C(=O)O)S(=O)(=O)c1ccc2c(c1)n(C)c(=O)n2C,-5%
Cc1c(C)c2ccc(OC(C)C(=O)NCc3ccccn3)cc2oc1=O (stereo not drawn),-3%[76.3 µM]
CCN(CC)C(=O)COCc1cc(-c2ccc3c(c2)OCO3)on1,4%
O=[N+]([O-])c1ccc(NC(=S)N2CCCC2)cc1,1%[76.3 µM]
Cc1cc(Cl)c(S(N)(=O)=O)cc1OCC(=O)NC1CCCCC1,0%[76.3 µM]
COc1ccc(N2CCN(C(=O)c3cc(=O)c4cc(C)c(C)cc4o3)CC2)cc1,-2%
Cn1cc(C(=O)Nc2ccccn2)c(=O)c2ccccc21,-1%
O=C(CN(C(=O)CCC(=O)Nc1nccs1)c1ccc(F)cc1)NCc1ccc2c(c1)OCO2,-10%
CN(C)CCCNC(=S)N(CCCN(C)C)Cc1cc2cc3c(cc2[nH]c1=O)OCO3,-1%[76.3 µM]
CNC(=O)NC(=O)COc1ccc2oc3c(c2c1)CCCC3,-4%
O=C1C2=C(C(=O)c3ccccc31)C1O[C@](c3ccsc3)(Cc3ccccc31)O2,-3%[15.3 µM]
O=C(/C=C/c1ccc(OC(F)F)cc1)Nc1cccc(S(=O)(=O)N2CCOCC2)c1,-19%[76.3 µM]
CC(C)c1ccc(N(CC(=O)NCc2ccco2)C(=O)CCC(=O)Nc2nccs2)cc1,4%
CC(=O)Nc1cccc(C(=O)OCCCOc2ccc(F)cc2)c1,1%[76.3 µM]
O=[N+]([O-])c1cc([N+](=O)[O-])c(Oc2c(F)ccc(F)c2F)cc1NN1CCCCC1,8%[76.3 µM]
Cc1cc(-c2ccccc2)nc(SCc2ccc(C(=O)O)cc2)n1,-3%[76.3 µM]
O=C(NCCCN1CCOCC1)/C(=C/c1cccs1)NC(=O)c1ccccc1,0%
COC(=O)c1cccc(Nc2c3c(nc4ccccc24)CCC3)c1,4%

The closing three entries of the section above open the next one:
mol,GAA glycogen mod
Cc1cc(-c2ccccc2)nc(SCc2ccc(C(=O)O)cc2)n1,-3%[76.3 µM]
O=C(NCCCN1CCOCC1)/C(=C/c1cccs1)NC(=O)c1ccccc1,0%
COC(=O)c1cccc(Nc2c3c(nc4ccccc24)CCC3)c1,4%
CCN1CCN(C(=O)C2CC(=O)N(c3ccc(Cl)cc3)C2)CC1 (stereo not drawn),4%[76.3 µM]
CCOc1cc(C(=O)NC(=S)Nc2nc(C)cc(C)n2)cc(OCC)c1OCC,-4%
CCOc1ccc(CN(C)CC(O)COC(c2ccc(OC)cc2)c2ccc(OC)cc2)cc1 (stereo not drawn),-4%
CCOc1ccccc1N1CCN(C(=O)CNC(=O)c2ccccc2F)CC1,2%
COc1ccc(Nc2cc(Nc3cccc(OC)c3)ncn2)cc1,-9%
COc1ccc(CNC(=O)CN2c3ccccc3S(=O)(=O)c3ccccc32)cc1,-4%[76.3 µM]
Cc1cccc(OCc2nnc(SCC(=O)NC3CCCCC3)n2C)c1,-3%
CCC1CCCCN1CCCNC(=O)CS(=O)(=O)Cc1nc(-c2cccc(OC)c2)oc1C (stereo not drawn),-5%[76.3 µM]
Cc1cccc(C)c1OCC1CNC(=O)O1 (stereo not drawn),2%[76.3 µM]
Cc1ccc(NS(=O)(=O)c2ccc3c(c2)N(C)CCO3)cc1,5%[76.3 µM]
O=C(Cc1cccs1)NCc1ccc(Cl)cc1Cl,-11%[76.3 µM]
COc1ccc(C(=O)N2CCN(c3nc(C4CC4)nc4sc(C)c(C)c34)CC2)cc1,4%
COc1ccc(CN2CCN(C(=O)Cn3nc(C(=O)O)c4ccccc4c3=O)CC2)cc1F,-8%
CC1CCCC(C)N1CCCNC(=O)Cn1ncc2c3ccccc3n(C)c2c1=O (stereo not drawn),4%[76.3 µM]
N#Cc1c(-c2ccccc2)nc(-c2cccnc2)[nH]c1=O,2%
Cc1ccc2sc(N(CCN(C)C)C(=O)/C=C/c3cccs3)nc2c1C,-15%[76.3 µM]
CCOc1cc(/C=C2/C(=O)ON=C2C)cc(Br)c1O,-14%
Cc1c(CCC(=O)N[C@@H](CC(C)C)C(=O)O)c(=O)oc2c(C)c3oc4c(c3cc12)CCCC4,1%
COc1ccc(-c2noc(N3CCC(C(=O)Nc4cccc(OC)c4)CC3)n2)cc1,-7%[76.3 µM]
O=C(Nc1cccc(F)c1)Nc1cccc(Cl)c1,-16%[76.3 µM]
COc1ccc2ccccc2c1/C=N/NC(=O)c1ccc(C)nc1,6%
COCc1ccc(CN2CCCC(C(=O)Nc3ccccc3-c3ccc(OC)cc3)C2)o1 (stereo not drawn),-8%[76.3 µM]
CN(C)c1ccc(/C=N/Nc2cccc(C(=O)O)c2)cc1,?
CCn1c(=O)n(CC)c2cc(NC(=O)C(C)c3ccccc3)c(Br)cc21 (stereo not drawn),-2%[76.3 µM]
COc1ccc(N(C(=O)CNC(=O)c2ccco2)C(C(=O)NC2CCCC2)c2ccc(C)o2)cc1 (stereo not drawn),6%
O=C1NC(=S)N/C1=C/c1ccc2c(c1)OCO2,1%
CCCNS(=O)(=O)c1cc2c3c(c1)CCN3C(=O)CC2,0%[76.3 µM]
O=C1NC(=Nc2ccccc2)S/C1=C\c1ccccc1,-4%[76.3 µM]
COc1cccc(NC(=O)CN2CCN(C(=O)c3ccco3)CC2)c1,-14%[76.3 µM]
COc1ccc(C=O)cc1OC1C=CCCC1 (stereo not drawn),7%
Cc1ccc(CC(=O)NC2CCCc3ccccc32)cc1C (stereo not drawn),-3%
O=C(NC(=S)N1CCCC(C(F)(F)F)C1)c1ccc(F)cc1 (stereo not drawn),-3%[76.3 µM]
COc1ccc(C(=O)O)cc1NC(=S)NC(=O)Cc1ccc(Cl)cc1,-2%
COc1ccccc1N1CCN(C(=O)C(=O)c2cn(CC(=O)N3CCCCCC3)c3ccccc23)CC1,2%[76.3 µM]
Cc1onc(-c2c(Cl)cccc2Cl)c1C(=O)N(C)Cc1ccccc1,19%[76.3 µM]
CCN1CCN(C(=O)C2=CC(c3ccc(OC)cc3)=NS(=O)(=O)N2C)CC1,-6%[76.3 µM]
COc1cc(C(=O)NC(C)CCn2cccn2)ccc1OC1CCN(C(C)=O)CC1 (stereo not drawn),-2%[76.3 µM]
Cc1nn(C(C)C(=O)NCCN2CCCCCC2)c(=O)c2nn(-c3ccccc3)c(C)c12 (stereo not drawn),2%[76.3 µM]
Cc1nc(-c2ccccn2)nc(N(C)c2ccccc2)c1Cl,5%
Cc1cc(C)c(S(=O)(=O)c2cccc(Br)c2C)c(=O)[nH]1,-1%

O=C(CN1C(=O)NC2(CCCC2)C1=O)N1CCN(S(=O)(=O)c2ccccc2Br)CC1
  GAA glycogen mod: 1%[76.3 µM]

Cc1ccc(S(=O)(=O)N(C)CCCC(=O)N2CCCCC2)cc1
  GAA glycogen mod: 19%[76.3 µM]

O=C(CN1CCN(c2ccc(F)cc2)CC1)Nc1ccccc1Br
  GAA glycogen mod: -1%

NC(=O)[C@@H]1CCCN1Cc1c(C(=O)N2CCN(C3CCCCC3)CC2)nc2ccccn12
  GAA glycogen mod: -6%[76.3 µM]

COc1cc(C)ccc1OCc1cc(C(=O)N2CCN(C)C[C@@H]2c2ccccc2)no1
  GAA glycogen mod: 4%[76.3 µM]

COc1ccc(CNC(=O)C2CCN(c3cc(C(=O)Nc4cccc(OC)c4)ccn3)CC2)cc1
  GAA glycogen mod: -14%[76.3 µM]

Cc1cccc(N(CC(O)CN2CCOCC2)S(=O)(=O)c2ccccc2)c1 (stereo not drawn)
  GAA glycogen mod: 7%[76.3 µM]

OC(CCN1CCOCC1)c1ccccc1 (stereo not drawn)
  GAA glycogen mod: -15%[76.3 µM]

NS(=O)(=O)c1ccc(NC(=O)CSc2cn[nH]n2)cc1
  GAA glycogen mod: 3%

C/C(=N\N(C)C)c1ccc(OCCOc2ccc([N+](=O)[O-])cc2)cc1
  GAA glycogen mod: ?

CCn1c(SCC(=O)NC2CC2)nnc1-c1ccncc1
  GAA glycogen mod: -3%[76.3 µM]

CC(C)C(OC(=O)c1ccco1)C(=O)NC1CCCC1 (stereo not drawn)
  GAA glycogen mod: -3%

COc1cc(CNCc2ccc(OC)cc2OC)cc(OC)c1
  GAA glycogen mod: 0%[76.3 µM]

COc1ccccc1N1CCN(C(=O)c2cc3cc(F)ccc3[nH]2)CC1
  GAA glycogen mod: -3%

CN(CCOc1ccccc1)C(=O)C1CCN(C(=O)c2ccc(Cl)cc2)CC1
  GAA glycogen mod: 0%[76.3 µM]

C/C(=N/O)c1cccc(N2Cc3ccccc3C2)c1
  GAA glycogen mod: -4%

COc1cc(NC(=O)Nc2cccc3cccnc23)cc(OC)c1OC
  GAA glycogen mod: 11%[76.3 µM]

Cc1cc(C)n(-c2nc3ccccc3c(=O)n2OCC#N)n1
  GAA glycogen mod: -1%

CC(=O)Nc1ccc(S(=O)(=O)N(C)CC(=O)N/N=C/c2cccs2)cc1
  GAA glycogen mod: 4%

CC(C)(C)c1ccc(/C=N/NC(=O)CN2CCS(=O)(=O)CC2)cc1
  GAA glycogen mod: 1%[76.3 µM]

Cc1ccc(C(C)C)cc1S(=O)(=O)NC1CC(C)(C)NC(C)(C)C1
  GAA glycogen mod: -9%[76.3 µM]

O=S(=O)(NCCO)c1ccc2c(c1)Cc1cc(S(=O)(=O)NCCO)ccc1-2
  GAA glycogen mod: 0%

CN1C(=O)c2cccc3c(S(=O)(=O)Nc4ccccc4F)ccc1c23
  GAA glycogen mod: 10%

CCN(CC)CCCNC(=O)c1ccc(C)c(NC(=O)C2=C(C)OCCS2)c1
  GAA glycogen mod: 2%

O=C(CSc1ccc(-c2cccnc2)nn1)Nc1ccccc1
  GAA glycogen mod: 2%[76.3 µM]

O=C(CSc1ncccn1)NC1CCS(=O)(=O)C1 (stereo not drawn)
  GAA glycogen mod: -8%[76.3 µM]

Cc1nn(C)c(C(=O)N/N=C/c2ccccn2)c1[N+](=O)[O-]
  GAA glycogen mod: -9%[76.3 µM]

O=C(CN1CCN(c2ccccn2)CC1)Nc1cc(F)ccc1F
  GAA glycogen mod: -1%

[N-]=[N+]=NC[C@H](Cc1ccccc1)N1CC[C@@H](O)CCC1=O
  GAA glycogen mod: 18%[76.3 µM]

O=C1Nc2cc(C(=O)NCCCN3CCCC3)ccc2S/C1=C\c1ccccc1
  GAA glycogen mod: -6%[76.3 µM]

The closing 3 entries of the section above come first, to join the parts:
O=C(CN1CCN(c2ccccn2)CC1)Nc1cc(F)ccc1F
  GAA glycogen mod: -1%

[N-]=[N+]=NC[C@H](Cc1ccccc1)N1CC[C@@H](O)CCC1=O
  GAA glycogen mod: 18%[76.3 µM]

O=C1Nc2cc(C(=O)NCCCN3CCCC3)ccc2S/C1=C\c1ccccc1
  GAA glycogen mod: -6%[76.3 µM]

Cc1noc(C(=O)N(C)c2ccccc2)c1Cl
  GAA glycogen mod: -20%

Cc1cc2c(cc1S(=O)(=O)Nc1c(C)cccc1C)n(C)c(=O)c(=O)n2C
  GAA glycogen mod: -10%[76.3 µM]

O=C(CN(Cc1ccco1)C(=O)CCC(=O)Nc1ccccn1)NCc1ccccc1
  GAA glycogen mod: -10%

Cc1cc(NC(=O)COC(=O)C2CC(=O)N(c3ccccc3)C2)no1 (stereo not drawn)
  GAA glycogen mod: 5%[76.3 µM]

O=C(O)CCCC(=O)N1N=C(c2ccccc2)CC1c1ccc2c(c1)OCO2 (stereo not drawn)
  GAA glycogen mod: 3%[76.3 µM]

CS(=O)(=O)N1CCCC(C(=O)Nc2c(F)cccc2F)C1 (stereo not drawn)
  GAA glycogen mod: 4%[76.3 µM]

Cc1cc(NC(=O)c2cccnc2)ccc1Br
  GAA glycogen mod: 5%[76.3 µM]

COC1=CC(=Cc2c(N)n3nc(CC(=O)N4CCCCC4)sc3nc2=O)C=C(OC)C1=O
  GAA glycogen mod: -20%[76.3 µM]

OC(CNC1CCCCCC1)COc1cccc2ccccc12 (stereo not drawn)
  GAA glycogen mod: -5%

COc1cc(-c2noc(C3CCCN(C(=O)c4c(F)cccc4F)C3)n2)cc(OC)c1OC (stereo not drawn)
  GAA glycogen mod: -2%[76.3 µM]

COc1cccc(CNC(=O)Cn2ccc([N+](=O)[O-])n2)c1
  GAA glycogen mod: 14%[76.3 µM]

CC(CCc1ccccc1)NC(=O)COC(=O)c1ccc([N+](=O)[O-])cc1 (stereo not drawn)
  GAA glycogen mod: 7%

CCCc1cc(=O)oc2c(C)c(OC3CCCCC3=O)ccc12 (stereo not drawn)
  GAA glycogen mod: 2%

O=c1cnn(Cc2ccc(Cl)c(Cl)c2)c2ccccc12
  GAA glycogen mod: -5%[76.3 µM]

Cc1cc(C)c(C(=O)N2CCCC(N3CCN(c4ccc(F)cc4)CC3)C2)o1 (stereo not drawn)
  GAA glycogen mod: -5%[76.3 µM]

CCCc1c(C(=O)N/N=C/c2ccccc2C(F)(F)F)nnn1-c1nonc1N
  GAA glycogen mod: 0%[76.3 µM]

CCCCC(=O)Nc1nnc(S(=O)(=O)N(CC)c2ccccc2)s1
  GAA glycogen mod: 7%

CCCc1ccc(S(=O)(=O)N/N=C(/C)c2ccc3c(c2)OCO3)cc1
  GAA glycogen mod: -2%[76.3 µM]

CN1CCN(C(=O)CCS(=O)(=O)c2cc3c(cc2Cl)NC(=O)CO3)CC1
  GAA glycogen mod: 13%[76.3 µM]

COc1ccc(Br)cc1-c1nc2c(c(=O)[nH]c(=O)n2Cc2ccccc2)n1C
  GAA glycogen mod: 13%[76.3 µM]

Ordered by count of non-hydrogen atoms (rising): some entries from above
CCCc1ccc(S(=O)(=O)N/N=C(/C)c2ccc3c(c2)OCO3)cc1
  GAA glycogen mod: -2%[76.3 µM]

CN1CCN(C(=O)CCS(=O)(=O)c2cc3c(cc2Cl)NC(=O)CO3)CC1
  GAA glycogen mod: 13%[76.3 µM]

CCCc1c(C(=O)N/N=C/c2ccccc2C(F)(F)F)nnn1-c1nonc1N
  GAA glycogen mod: 0%[76.3 µM]
